Hsp70 inhibitors – Hsp70 inhibitors, probe displacement, primary screen, biochemical, fluorescence polarization (AID 583); Hsp70 fluorescence polarization probe displacement, mP; higher % means a stronger effect; displacement, % at 20 µM, or IC50 in µM where a hit was titrated; actives 0.06% (n = 140,000); in the data active means displacement above about 50%;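 further: plate controls were vehicle for no effect and reference ligand for full effect; a part of the inactive calls stands beside numbers as strong as those of hits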
Rat MKP-3 inhibitors – inhibition of rat DUSP6 enzyme activity – biochemical, in vitro, primary screen (AID 425) | recombinant MKP-3 phosphatase activity, fluorescence; higher % means a stronger effect | one-dose inhibition, % at 20 µM; IC50 in µM for titrated hits | actives 0.17% (n = 110,000); in the data active means inhibition above about 50%;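 further: plate controls were vehicle for no effect and reference inhibitor for full effect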
* = called active by the depositor; / = no result given; & = joins results of further samples. A portion of the library (hit frequency here may not be typical).

Hsp70 inhibitors | Rat MKP-3 inhibitors | Structure
-2.6% | / | O=C(OCCN(C1=NS(=O)(=O)c2ccccc21)c1ccccc1Cl)c1ccc(Cl)cc1
1.1%&-0.9% | -1.3% | C(/C=C/c1ccco1)=N/N1CCN(c2ccccc2)CC1
2.0% | 5.7% | COCCn1nnnc1SCC(=O)N1CCCCC1
-5.2% | / | Cc1cc2c(n1-c1ccc(C(N)=O)cc1)CC(C)(C)CC2=O
1.1% | 1.7% | O=C(N/N=C/c1cccs1)c1cc(C2CC2)[nH]n1
1.1% | 1.0% | COc1cccc(C2=NOC(C(=O)Nc3cccc(C(C)=O)c3)C2)c1OC (configuration not stated)
-0.5% | / | CC(C)(C)NC(=O)CN(C(=O)Cn1nnc(-c2ccc(Cl)cc2)n1)C1CCN(Cc2ccccc2)CC1
0.9% | 1.5% | COc1cccc(C2NC(=O)NC(C)=C2C(=O)Nc2cccc(Cl)c2)c1 (configuration not stated)
3.9% | -5.9% | C=C(C)c1ccc(C(C)(C)NC(=O)NCc2ccco2)cc1
-0.2% | -10.1% | C=CCNC(NC(=O)c1ccccc1)(C(=O)OCC)C(F)(F)F (configuration not stated)
4.4% | -5.7% | CCc1nn2c(=O)cc(CSc3nc4sc5c(c4c(=O)n3C)CCCC5)nc2s1
1.4% | -10.8% | CCCOc1ccc(N2CC(C(=O)Nc3ccccc3F)CC2=O)cc1 (configuration not stated)
4.5% | / | O=C(CN1C(=O)C2CCCCC2C1=O)Nc1nc(-c2ccccn2)cs1 (configuration not stated)
-2.7% | -7.0% | Cc1nn(CC(=O)Nc2ccc(C(=O)N(C)C)cc2)c(=O)c2ccccc12
5.5% | -2.2% | COc1ccc(-n2nnnc2SCC(=O)c2ccc(O)c(O)c2)cc1
-0.4% | / | COc1ccc2c(=O)c(-c3ccccc3)c(C)oc2c1
1.5% | -4.0% | O=C(NCC1CCCO1)c1ccc2nc(N3CCCCC3)sc2c1 (configuration not stated)
3.4% | -1.1% | Cc1cc(NC(=O)c2ccc(-c3cccc([N+](=O)[O-])c3)o2)ccc1NC(=O)c1ccco1
3.5% | -8.0% | COc1ccc(C(=O)N2CCN(c3c(C)cccc3C)CC2)cc1OC
-3.5% | 5.6% | O=C1Nc2ccc(Br)cc2C(c2ccccc2Cl)=N/C1=C/c1ccoc1
3.0% | 5.2% | CCOC(=O)N1CCN(C(=O)c2cn(C)c(=O)c3c2c2ccccc2n3C)CC1
-1.9% | 11.1% | CC(C)(C)C1=C/C(=C\c2ccccc2)C(C(C)(C)C)=C(O)C1=O
-0.9% | 1.9% | COc1ccc2oc(C(Cl)(Cl)Cl)cc(=O)c2c1
0.7% | / | Cc1cc2c3c(c1C)C1(C(=O)N3C(C)(C)CC2C)C(C#N)=C(N)OC2=C1C(=O)CC(C)(C)C2 (configuration not stated)
-2.5% | -1.2% | COc1ccc(C(=O)CSc2nnc(Sc3nc4ccccc4[nH]3)o2)cc1
-1.4% | / | CCOc1ccc(NC(=O)CN(C2CCCCC2)S(C)(=O)=O)cc1
0.2% | -2.8% | COc1cccc(-c2cc(C(F)(F)F)nc(N3CCN(c4ccccc4)CC3)n2)c1
-3.0% | 4.7% | COc1cc(NC(=O)CN2C(=O)NC(C)(CC(C)C)C2=O)cc(OC)c1 (configuration not stated)
0.2% | -14.4% | CCCCOC(=O)c1cccc(NC(=O)CC)c1
2.4% | 1.0% | Cc1c(NC(=O)c2noc3c2CCc2ccccc2-3)c(=O)n(-c2ccccc2)n1C
1.5% | / | Cc1cccc(N(NC(=O)C(C)(C)O)C(=O)c2ccccc2)c1
0.7% | -0.2% | C=CCNC(=S)NC(=O)/C=C/c1ccccc1
-0.5% | / | CC12CCC(C(=O)NCc3ccc(Cl)cc3)(OC1=O)C2(C)C (configuration not stated)
-2.0% | -9.3% | Cc1ccc2oc(=O)c3cnn(CC(=O)N4CCCCCC4)c3c2c1
/ | -4.3% | CCOC(=O)N1CCN(C(=O)c2cn(CC)c3ccc(S(=O)(=O)N4CCCC4)cc3c2=O)CC1
1.4% | -4.9% | CC(=O)c1ccc(N2CCN(C(=O)c3cc4c(-c5ccccc5F)nn(C)c4s3)CC2)cc1
16.3% | -0.2% | COc1cc(/C=C2\C(=O)NC(=O)N(c3cc(C)cc(C)c3)C2=O)c(Br)cc1O
-2.3%&-5.4% | 3.6%&3.5% | CCCOc1cccc(NC(=O)c2cc(C)oc2C)c1
0.3% | 6.2% | O=C(O)c1ccccc1NC1=C(Cl)C(=O)N(c2ccccc2Cl)C1=O
-4.4% | -2.3% | O=C(c1ccc2c(c1)OCO2)N1CCCC(c2ccccc2)C1 (configuration not stated)
5.2% | / | Cc1ccc(N(C(=O)C2CCC(=O)N2)C2(C(=O)NC3CCCC3)CCCCC2)cc1 (configuration not stated)
6.4% | -2.0% | CC(=O)NCC(=O)OCC(=O)Nc1ccc(C(C)=O)cc1
-3.9% | 18.4% | Cc1ccc(C2C3=C(Nc4c2c(=O)[nH]c(=O)n4C)c2ccccc2C3=O)cc1 (configuration not stated)
-0.1% | / | CC(C)C(O)(C#CCN1CCCC1)c1ccccc1 (configuration not stated)
3.6% | -2.8% | COc1ccccc1C(=O)N/C(=C\c1ccc(Br)cc1)C(=O)N1CCCCC1
1.0% | 0.9% | COCC(C)n1c(C)cc(C(=O)CSc2nc3ccccc3c(=O)[nH]2)c1C (configuration not stated)
-4.7%&-1.7% | 1.5% | CC(CN1CCOCC1)C(=O)c1ccccc1 (configuration not stated)
-2.5% | -2.9% | Cc1ccc(NC(=O)c2cc(NC(=O)C3CC=CCC3C(=O)O)ccc2N2CCOCC2)cc1 (configuration not stated)
1.8% | -13.6% | CC1CCN(c2c(NCc3ccc(C(=O)NCC4COc5ccccc5O4)cc3)c(=O)c2=O)CC1 (configuration not stated)
-3.1% | 2.5% | CCOC(=O)C(=O)Nc1ccccc1C(=O)Nc1ccccc1Br
-0.9% | -0.1% | COc1ccc(CNC(=O)CN(c2ccccc2)S(=O)(=O)c2ccccc2[N+](=O)[O-])cc1
1.6% | -1.2% | C=CCn1c(O)c(C=NCC2(C)CC(O)CC(C)(C)C2)c(=O)[nH]c1=S (configuration not stated)
-40.3% | -6.8% | N#C/C(=C\N1CCN(Cc2ccc3c(c2)OCO3)CC1)c1nc2ccccc2s1
-2.0% | 1.3% | Cc1ccccc1N1C(=O)C(O)=C(C(=O)/C=C/c2ccccc2)C1c1ccc(Br)cc1 (configuration not stated)
-1.3% | 2.3% | CCCCOc1ccc(C(=O)NC(C)c2ccc(OC)cc2)cc1 (configuration not stated)
4.4% | -0.7% | CC(C)N(Cc1nc(-c2ccccc2)no1)C(=O)CN(C)S(=O)(=O)c1ccccc1

Looked up above:
Hsp70 inhibitors result of `C=CCn1c(O)c(C=NCC2(C)CC(O)CC(C)(C)C2)c(=O)[nH]c1=S` (configuration not stated) : 1.6%
Rat MKP-3 inhibitors result of `CCOC(=O)C(=O)Nc1ccccc1C(=O)Nc1ccccc1Br` : 2.5%
Hsp70 inhibitors result of `COc1ccc2c(=O)c(-c3ccccc3)c(C)oc2c1` : -0.4%
Hsp70 inhibitors result of `CC1CCN(c2c(NCc3ccc(C(=O)NCC4COc5ccccc5O4)cc3)c(=O)c2=O)CC1` (configuration not stated) : 1.8%
Hsp70 inhibitors result of `Cc1cc2c3c(c1C)C1(C(=O)N3C(C)(C)CC2C)C(C#N)=C(N)OC2=C1C(=O)CC(C)(C)C2` (configuration not stated) : 0.7%

The list continues:
Hsp70 inhibitors | Rat MKP-3 inhibitors | Structure
4.8% | / | C/C(CC(C)(C)C1CCCCC1)=N\NC(N)=S
-4.7% | 3.3% | O=C(CSC1CC(=O)N(c2ccc(F)cc2)C1=O)Nc1ccc2ccccc2c1 (configuration not stated)
-4.9% | 2.1% | CCOC(=O)c1c(-c2ccccc2)csc1NC(=O)c1sc2cc(F)ccc2c1Cl
2.8% | 0.1% | CC(C)(C)C(=O)CCN1C(=O)C2(OCCO2)c2ccccc21
6.0% | -14.2% | O=C(CN1C(=O)COc2ccccc21)NCc1ccc(C(=O)O)cc1
-4.5% | 1.1% | C=CCNc1ncnc2c1cnn2-c1ccc(OC)cc1
-0.7% | -3.1% | CCOC(=O)CCP(=O)(CC)CC
-0.5%&0.4% | -5.1%&3.5% | O=C1NC2=C(C(=O)c3ccccc32)C(c2ccccc2)N1 (configuration not stated)

5 entries from above, arranged by number of heavy atoms, high to low.
Hsp70 inhibitors | Rat MKP-3 inhibitors | Structure
-4.9% | 2.1% | CCOC(=O)c1c(-c2ccccc2)csc1NC(=O)c1sc2cc(F)ccc2c1Cl
6.0% | -14.2% | O=C(CN1C(=O)COc2ccccc21)NCc1ccc(C(=O)O)cc1
2.8% | 0.1% | CC(C)(C)C(=O)CCN1C(=O)C2(OCCO2)c2ccccc21
-0.5%&0.4% | -5.1%&3.5% | O=C1NC2=C(C(=O)c3ccccc32)C(c2ccccc2)N1 (configuration not stated)
-0.7% | -3.1% | CCOC(=O)CCP(=O)(CC)CC

More results:
Hsp70 inhibitors | Rat MKP-3 inhibitors | Structure
6.1% | -0.1% | O=C(NCCCCOc1ccccc1)C(O)(c1ccccc1)c1ccccc1
2.3% | 3.9% | COc1ccc(NC(=O)CCCOc2ccccc2)c(OC)c1
-2.4% | 6.7% | N#Cc1ccccc1NC(=O)CSc1nccn1CCc1ccccc1
4.1% | 2.9% | CC(=O)c1cc(OC(=O)c2ccncc2)ccc1OC(=O)c1ccncc1
5.4% | -4.8% | CCc1cc(C(=O)OC)c(NC(=O)CCC(=O)O)s1
-1.2% | -2.2% | COCCN1Cc2cccc(C(=O)Nc3cc(C)cc(C)c3)c2C1=O
0.5% | -0.2% | Cc1ccc(S(=O)(=O)Nc2ccc(NS(=O)(=O)c3ccc(C)cc3C)cc2)c(C)c1
-3.8% | 1.4% | CCCOc1ccc(N2C(=O)CC(N3CCN(C(=O)OCC)CC3)C2=O)cc1 (configuration not stated)

Molecules listed so far that contain a tert-butyl group, in the order listed:
Hsp70 inhibitors | Rat MKP-3 inhibitors | Structure
-0.5% | / | CC(C)(C)NC(=O)CN(C(=O)Cn1nnc(-c2ccc(Cl)cc2)n1)C1CCN(Cc2ccccc2)CC1
-1.9% | 11.1% | CC(C)(C)C1=C/C(=C\c2ccccc2)C(C(C)(C)C)=C(O)C1=O
2.8% | 0.1% | CC(C)(C)C(=O)CCN1C(=O)C2(OCCO2)c2ccccc21

The list continues.
Hsp70 inhibitors | Rat MKP-3 inhibitors | Structure
8.8% | / | O=C(O)c1ccc(NC(CSCc2ccc(F)cc2)C(=O)O)c([N+](=O)[O-])c1 (configuration not stated)
0.8% | -3.2% | COC(=O)c1c(N2C(=O)CCC2=O)sc2c1CCCC2
1.8% | 2.7% | CCOC(=O)c1cnn(-c2ccccc2)c1NC(=O)c1cccs1
-2.2% | -8.9% | C[C@H](NC(=O)NCc1cccs1)C(=O)O
2.7% | / | CCCCNc1cc(C)nc(N2CCOCC2)n1
5.4% | -6.3% | N#Cc1nc(COc2ccc(-c3ccccc3)cc2)oc1NCCCN1CCOCC1
3.9% | -1.8% | Cc1nn(-c2ccccc2)c(C)c1NC(=O)Cc1cccs1
/ | -4.6% | CC(=O)Nc1ccc(S(=O)(=O)N2CCN(c3cc(C)ccc3C)CC2)cc1
10.3% | 6.5% | O=C(CCn1c(=O)c2ccccc2n(Cc2cc(=O)n3ccccc3n2)c1=O)NCc1ccco1
-7.3% | 4.5% | CCc1c(C)nc2cc(-c3ccc(OC)c(OC)c3)nn2c1N1CCCC1
3.5% | 1.2% | O=[N+]([O-])c1ccc(C2Nc3c(cccc3C(F)(F)F)C3C=CCC32)cc1 (configuration not stated)
-98.8% | 4.8% | COc1cc(/C=C(/C#N)C(=O)Nc2cccc(Br)c2)cc(Cl)c1O
4.8% | 8.4% | CCOc1ccccc1Nc1ccc(C(=O)O)cc1NC(C)=O
-1.1% | 5.5% | O=C(c1ccc(-c2ccc(Cl)cc2)o1)N1CCN(c2ccc([N+](=O)[O-])cc2Cl)CC1
-1.5% | -9.1% | CCCNc1nc2c(c(=O)n(C)c(=O)n2C)n1Cc1ccc(F)cc1
3.2% | / | S=c1nccc(-c2cc(Cl)sc2Cl)[nH]1
1.1% | 4.8% | Cc1cc(C)nc(N2CCC(C(=O)Nc3ccc(Oc4ccccc4)cc3)CC2)n1
-2.0% | 0.4% | C=CCn1c(COc2ccc(CC)cc2)nnc1SCC(=O)N(C)C1CCS(=O)(=O)C1 (configuration not stated)
-3.1% | 2.2% | O=c1nc2s/c(=C\c3cn(-c4ccccc4)nc3-c3cccc([N+](=O)[O-])c3)c(=O)n2nc1Cc1ccccc1
8.8% | 2.8% | CCOC(=O)C1C(=O)C=C(c2cccc(NS(C)(=O)=O)c2)CC1c1ccco1 (configuration not stated)
-3.1% | 2.5% | CCCCN(CCCC)CCNC(=O)C(=O)NCc1ccccc1
3.9% | 1.7% | CC(=O)Oc1ccc(C(c2ccc(OC(C)=O)cc2)c2ccccn2)cc1
3.2% | 2.3% | Cn1cccc1Cc1nnc(SCC(N)=O)n1-c1ccc(F)cc1
-4.8% | -12.1% | COC(=O)CNC(=O)C1CCCN1C(=O)CNC(=O)OC(C)(C)C (configuration not stated)
-2.2% | -3.8% | CCC1=NN(C(=O)c2ccccc2)C(O)(c2ccc(Br)cc2)C1 (configuration not stated)
-0.4% | / | Cc1ccsc1-c1nc(CSCC(=O)NCCN2CCCC2)c(C)o1
-0.9% | -6.3% | COc1ccc(N2CCN(C(c3ccccc3OC)c3nnnn3Cc3ccco3)CC2)cc1 (configuration not stated)
0.7% | -4.5% | O=C(N/C(=C/c1ccc(Br)cc1)C(=O)N1CCOCC1)c1ccccc1
-4.3% | -2.1% | NC(=O)c1ccc(NC(=O)CCN2C(=O)c3ccccc3C2=O)cc1
1.6% | -2.7% | CN(C)c1nnc(-c2ccccc2)c(-c2ccccc2)n1
-5.8% | / | CCn1cc(Br)c(C(=O)Nc2ccc(Cl)cc2Cl)n1
-4.6% | / | CC(=O)c1c(C)[nH]c(C(=O)Nc2ccc(C)c(C)c2)c1C

High-throughput results: PubChem, Sanford-Burnham Center for Chemical Genomics
